PriA SSB inh: blocks PriA binding to SSB C-terminal tail; AlphaScreen SSBct-PriA binding, biotinylated peptide; actives 0.6% (n = 430,000); inhibition, % at 33 µM; in the data active means inhibition mostly above about 37%, no sharp cut-off; inactive means mostly below about 20%;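 further: plate controls were negative control peptide for no effect and reference peptide for full effect; strong numbers were not always called active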
VHR inh abs: DUSP3 (human) phosphatase inhibition | inhibition, % at 13.3 µM | actives 0.52% (n = 290,000) | recombinant VHR phosphatase, pNPP absorbance; in the data active means inhibition above about 50%; further: some compounds called inactive have numbers as strong as hits
Target sequence (P51452 whole entry, looked up): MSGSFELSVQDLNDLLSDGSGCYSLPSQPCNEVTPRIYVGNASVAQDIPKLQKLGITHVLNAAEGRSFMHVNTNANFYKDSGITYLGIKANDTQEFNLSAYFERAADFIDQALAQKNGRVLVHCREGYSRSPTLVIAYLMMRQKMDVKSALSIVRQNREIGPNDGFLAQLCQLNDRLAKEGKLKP
TcdB GH inh: inhibitors of Clostridioides difficile toxin B glycohydrolase; P18177; TcdB glycohydrolase enzymatic assay, plate reader; inhibition, % at 9.99 µM; actives 0.24% (n = 350,000); AID 652162; in the data active means inhibition above about 10%
BH1578 lux ind: induces V. cholerae light production without autoinducers | V. cholerae BH1578 lux reporter, luminescence, 6 h | activation, % at 18.7 µM | actives 0.16% (n = 350,000) | AID 588436; in the data active means activation mostly above about 9.7%, no sharp cut-off; inconclusive means no clear call, values can overlap the other calls; inactive means mostly below about 3.7%; further: not every result past the cut was called active; inactives centre near 0; reference of the scale not given here
PfHsp40 yeast: restores yeast growth despite PfHsp40 toxicity. S. cerevisiae expressing PfHsp40, growth rescue, ATP luminescence. growth rescue, % at 12.5 µM. actives 0.68% (n = 340,000). AID 504582; in the data active means growth rescue above about 28%, passing the limit was not always enough; inconclusive means no clear call, values can overlap the other calls;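 further: yeast W303a lacking pdr1 and pdr3 grown in galactose medium; growth measured after three days at 30 °C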
Rv3671c inh: inhibits the M. tuberculosis serine protease Rv3671c; P9WHR9; inhibition, % at 5.96 µM; actives 0.048% (n = 320,000); AID 2606; in the data active means inhibition above about 38%;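 further: extracellular domain of Rv3671c used as enzyme; 0% = enzyme with DMSO and 100% = no enzyme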
Target sequence (P9WHR9 whole entry, looked up, the tested form may be a part): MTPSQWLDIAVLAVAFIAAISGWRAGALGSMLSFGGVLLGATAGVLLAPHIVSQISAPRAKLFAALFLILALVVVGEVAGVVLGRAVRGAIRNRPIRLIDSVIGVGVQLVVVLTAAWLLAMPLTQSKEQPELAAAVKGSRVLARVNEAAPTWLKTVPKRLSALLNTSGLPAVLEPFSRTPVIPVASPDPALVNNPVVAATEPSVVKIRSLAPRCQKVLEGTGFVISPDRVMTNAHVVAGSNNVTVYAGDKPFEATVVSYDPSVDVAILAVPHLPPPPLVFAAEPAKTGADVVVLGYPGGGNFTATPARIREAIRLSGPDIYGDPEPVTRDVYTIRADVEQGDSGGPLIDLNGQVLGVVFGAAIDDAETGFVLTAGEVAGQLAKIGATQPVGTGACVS
Anthrax LF prot: inhibitors of Bacillus anthracis lethal factor protease | P15917 | multiplex microsphere protease cleavage assay, LF | inhibition, % at 10 µM | actives 0.12% (n = 360,000); in the data active means inhibition above about 30%; inconclusive means no clear call, values can overlap the other calls; further: plate controls were buffer without enzyme for full effect and enzyme alone for no effect
3CLpro inhibitor: SARS-CoV 3CLpro protease inhibition. P0C6X7. recombinant SARS-CoV 3CLpro, quenched FRET peptide cleavage. inhibition, % at 6 µM. actives 0.14% (n = 290,000); in the data active means inhibition above about 12%
Yp Topo-I inh: blocks Yersinia pestis topoisomerase I activity; Y. pestis Topo-I cleavage product accumulation, plate reader; actives 0.064% (n = 360,000); activity, % at 10 µM; in the data active means activity above about 50%, passing the limit was not always enough; inconclusive means no clear call, values can overlap the other calls; further: inactives centre near 2
MazEF act: MazEF (E. coli) toxin RNase activation | P0AE70 | FAM/BHQ RNA-DNA oligo cleavage fluorescence, 5 h | activation, % at 20 µM | actives 0.32% (n = 350,000); in the data active means activation above about 50%
Target sequence (P0AE70 whole entry, looked up): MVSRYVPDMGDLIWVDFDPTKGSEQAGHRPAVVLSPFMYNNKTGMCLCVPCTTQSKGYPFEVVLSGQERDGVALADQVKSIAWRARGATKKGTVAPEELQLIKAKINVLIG
Numbers without * were called inactive; i = inactive; ? = inconclusive; . = not tested or not shown. A portion of the library; count on the stated rates, not on these rows.

molecule,PriA SSB inh,VHR inh abs,TcdB GH inh,BH1578 lux ind,PfHsp40 yeast,Rv3671c inh,Anthrax LF prot,3CLpro inhibitor,Yp Topo-I inh,MazEF act
Cc1ccc(CNC(=O)C2(C)CCN2C(=O)Cc2ccc(C(C)(C)C)cc2)cc1 (centres undefined),.,.,0.8,0.3,.,.,0.2,.,36.4,.
C=C(C)c1sc(-c2ccccc2)nc1C,0.2,.,0.0,.,.,-6.3,.,.,.,-10.8
Clc1ccc(Oc2nc3c(Cl)cccc3s2)cc1Cl,-13.6,3.7,0.7,i,-0.3,-4.4,.,-2.2,7.4,-1.2
Cc1nc2ccc(NC(=O)c3cccc(S(=O)(=O)N4CC(C)OC(C)C4)c3)cc2s1 (centres undefined),2.0,22.3,.,i,0.1,-9.4,30.5*,-2.4,7.5,-5.2
CN(C)C(CNc1ncnc2ccccc12)c1c(F)cccc1Cl (centres undefined),-10.8,2.2,0.3,-0.4,0.3,1.3,0.4,-8.9,7.4,-1.3
CN(C)c1ccnc(Nc2ccc(F)cc2)c1C#N,-2.0,-0.6,0.5,-0.5,?,6.2,8.7,-2.5,2.1,9.8
CCOc1ccccc1NC(=O)COc1cccc(-n2cnnn2)c1,-40.5,.,.,i,-1.3,4.3,-2.4,-3.0,9.2,4.4
CC(C)CN(C(=O)COC(=O)c1ccc(Br)cc1)c1c(N)n(Cc2ccccc2)c(=O)[nH]c1=O,-3.1,.,0.8,i,0.2,-3.2,?,.,13.8,-1.1
CC1Cc2ccccc2N1C(=O)C1CCCCN1S(=O)(=O)c1ccccc1 (centres undefined),5.7,19.2,.,i,0.3,0.6,-1.6,-0.5,0.2,-2.1
Cc1cccc(CSCC(=O)N2CCN(S(=O)(=O)c3ccccc3C#N)CC2)c1,.,.,1.6,-0.8,.,.,-6.6,.,19.6,5.3
Oc1c(CN2CCOCC2)ccc2ccccc12,-6.8,14.7,0.0,-0.6,1.6,.,-5.3,-2.1,-10.8,19.5
Cc1cc(C)cc(-n2ncc3c2CCCC3NC(=O)C2(C(N)=O)CC2)c1 (centres undefined),3.2,10.5,4.7,-0.6,0.5,-4.5,-0.3,0.4,-6.1,10.7
CC1(C)NC(=O)[C@H]2CCCN21,1.5,.,0.1,-5.9,-1.4,-1.9,-1.3,.,1.7,2.8
O=C(O)/C=C/C(=O)Nc1ccc(C(=O)c2ccccc2)cc1,2.0,26.1,-0.4,i,-1.5,0.7,-4.5,1.1,5.7,10.8
COc1ccc(NC(=S)Nn2cnnc2)c(OC)c1,13.1,-0.2,1.4,-0.3,-0.9,.,-4.9,3.4,12.2,12.9
Cc1ccc(NC(=O)CNC(=O)c2ccc(OC(F)F)cc2)cc1S(=O)(=O)N1CCCCCC1,4.7,.,0.7,-0.6,0.6,.,-4.4,.,17.3,-6.0
O=S(=O)(Cc1ccccc1)Nc1ccccc1Br,-3.5,30.4,1.9,i,-1.0,3.7,1.0,-2.2,-1.8,4.9
O=C(Cn1nc(-c2ccccc2)ccc1=O)NCCCN1CCOCC1,2.7,31.0,0.7,i,9.8,-2.7,-4.2,1.2,8.7,3.6
CCC(CC)c1nnc(NC(=O)C2CC(=O)N(C3CCCC3)C2)s1 (centres undefined),-3.9,6.7,1.0,-1.5,-0.6,-2.4,-1.4,-1.2,3.2,0.3
COCCN(C(=S)Nc1cccc(OC)c1)C1CCN(C(C)C)CC1,-8.0,-8.9,-0.6,-2.2,-0.6,0.1,0.8,1.6,5.1,2.1
O=C(Nc1ccccc1)N1CCSc2ccccc21,-9.9,-7.7,0.2,i,-0.2,8.6,-0.9,-0.8,0.5,-1.8
Cc1cc(NS(=O)(=O)c2ccccc2)no1,0.3,27.8,1.5,-0.2,0.4,-4.6,-7.8,0.7,3.9,11.5
Cc1ccc(C(=O)O)cc1-c1ccc(/C=C2/NC(=O)N(c3ccccc3)C2=O)o1,-10.7,-3.8,.,-1.4,1.0,9.1,1.8,4.4,5.4,0.3
CCOc1ccccc1NC(=O)C(c1ccccc1)N1CCN(CC(=O)N2CCOCC2)CC1 (centres undefined),2.2,.,-0.4,i,-0.4,1.8,-2.2,.,12.9,0.2
CC(=O)N1CC(=O)Nc2ccc(Br)cc2C1c1ccc(F)cc1 (centres undefined),-20.5,38.5,0.8,i,84.6*,0.4,-5.6,-1.1,3.2,10.6
COC(=O)C1=C(C)NC(=O)NC1c1ccc(OC(=O)c2ccco2)cc1 (centres undefined),-1.3,13.9,1.0,2.9,-0.6,4.3,-1.0,-1.8,-0.2,-2.0
Cc1ccc(NS(=O)(=O)c2ccc(C(=O)OCC(=O)Nc3cc(C)on3)cc2)cc1,-16.4,5.5,0.6,-0.3,0.7,.,-1.6,1.2,11.8,9.2
CCOC(=O)C(=O)N1CCC(Cc2ccccc2)CC1,-19.2,4.8,-1.0,0.3,0.1,2.7,-2.2,-1.5,6.2,-4.7
CCCCN(CCNP(=O)(OCC)OCC)CP(=O)(OCC)OCC,-14.2,23.1,.,i,2.1,-3.3,2.5,2.2,-15.3,-1.1
COc1ccc(C)cc1NC(=O)CN1C(=O)COc2ccc(S(=O)(=O)N3CCCCCC3)cc21,-13.3,2.8,1.1,1.1,1.7,-5.2,-2.2,-4.9,16.1,16.3
COc1ccc(C(=O)NC(=S)N2CCN(c3ccccc3OC)CC2)cc1,-1.4,41.8,0.1,-0.5,3.5,6.1,-1.4,2.1,11.8,0.2
Cc1ccc(C(=O)NNC(=O)c2ccc3ncccc3c2)cc1,-3.8,34.8,0.2,-0.9,0.3,.,4.4,-0.1,-8.1,-0.7
CC(C)NC(=O)C(=O)N/N=C/c1ccco1,.,-4.4,-3.9,-0.5,-2.0,3.2,-2.3,1.4,-5.3,2.2
O=C(CN(c1cccc(Cl)c1)S(=O)(=O)c1ccccc1)NN=C1CCCC1,-8.1,11.6,0.2,i,2.5,-20.7,0.1,3.5,6.3,0.8
Cn1cc(C(=O)N2CCCCC2)c(=O)c2cc(S(=O)(=O)N3CCCC3)ccc21,-10.7,-9.0,0.7,-0.4,-1.4,-0.7,-2.2,-1.8,-5.5,1.0
O=C(Cc1ccc(NC(=O)C2CCCN(C(=O)C3CCCC3)C2)cc1)Nc1cccc(C(=O)N2CCCC2)c1 (centres undefined),2.3,.,-2.1,-1.1,0.0,.,-4.8,.,26.9,-3.0
CC(C)n1nnnc1SCC(=O)NCc1ccco1,-18.0,.,.,i,0.6,-13.1,0.3,-1.4,-5.6,4.2
CCN(C(=O)CSc1nc2ccccc2c(=O)n1CCOC)C1CCS(=O)(=O)C1 (centres undefined),-9.5,32.0,1.6,-0.3,-0.2,-5.1,0.1,0.1,3.4,3.5
C/C(=N\NS(=O)(=O)c1ccc(C)c([N+](=O)[O-])c1)c1cccs1,.,-7.7,-1.9,-0.2,-0.7,-0.6,0.1,3.3,-2.2,0.3
CC(=O)NCCNc1nc2c(-c3cccc(C)c3)nnn2c2ccccc12,-2.5,-2.2,0.0,-0.3,0.7,-8.7,-3.0,6.3,-1.4,11.8

One compound at a time (already shown). Order of screens: PriA SSB inh, VHR inh abs, TcdB GH inh, BH1578 lux ind, PfHsp40 yeast, Rv3671c inh, Anthrax LF prot, 3CLpro inhibitor, Yp Topo-I inh, MazEF act
Listed for `Cn1cc(C(=O)N2CCCCC2)c(=O)c2cc(S(=O)(=O)N3CCCC3)ccc21` → -10.7, -9.0, 0.7, -0.4, -1.4, -0.7, -2.2, -1.8, -5.5, 1.0
Listed for `CC(=O)NCCNc1nc2c(-c3cccc(C)c3)nnn2c2ccccc12` → -2.5, -2.2, 0.0, -0.3, 0.7, -8.7, -3.0, 6.3, -1.4, 11.8
Listed for `O=C(CN(c1cccc(Cl)c1)S(=O)(=O)c1ccccc1)NN=C1CCCC1` → -8.1, 11.6, 0.2, i, 2.5, -20.7, 0.1, 3.5, 6.3, 0.8
Listed for `C/C(=N\NS(=O)(=O)c1ccc(C)c([N+](=O)[O-])c1)c1cccs1` → ., -7.7, -1.9, -0.2, -0.7, -0.6, 0.1, 3.3, -2.2, 0.3

Later entries:
molecule,PriA SSB inh,VHR inh abs,TcdB GH inh,BH1578 lux ind,PfHsp40 yeast,Rv3671c inh,Anthrax LF prot,3CLpro inhibitor,Yp Topo-I inh,MazEF act
CCOCCCN(C(=O)Cn1nnc(-c2ccc(OC)c(OC)c2)n1)C(C(=O)NCC1CCCO1)c1ccc(F)cc1 (centres undefined),-1.6,8.5,-0.3,i,0.5,-7.7,0.2,-2.1,21.8,-6.6
O=C(CSc1nc2[nH]ncc2c(=O)[nH]1)NCc1ccc(F)cc1,-7.0,0.1,-3.1,-0.1,-0.2,-4.0,-5.3,4.0,7.8,-0.2
COc1ccccc1NC(=O)c1c(C)cc(=O)oc1C,2.2,-18.1,-0.2,0.9,-0.1,0.2,-0.2,-2.0,-9.9,-0.8
COc1ccccc1C(O)c1ncc(-c2cccc3ccccc23)[nH]1 (centres undefined),.,.,2.2,-2.6,.,.,-0.6,.,-0.1,.
c1ccc(-c2noc(-c3ccco3)n2)nc1,-18.6,-7.5,.,-0.4,0.4,1.6,-0.4,3.6,-3.5,4.7
O=C(Cn1ccccc1=S)c1ccc(Cl)c(Cl)c1,-1.6,.,1.0,-0.8,.,-0.3,-6.9,.,-1.0,-15.3
COc1ccc(-n2c(Cc3cccn3C)nnc2SCC(=O)NCCc2ccccc2)cc1,20.9,20.9,.,-0.4,-0.5,2.3,-1.6,4.1,24.0,-1.0
COC(=O)c1cc(=O)n(Cc2ccc(F)cc2)c(=NCc2ccc(F)cc2)s1,0.9,12.0,1.5,-0.7,1.2,1.8,-2.6,1.2,1.1,-2.2
O=[N+]([O-])c1ccc(NC2CCN(Cc3ccccc3)CC2)c2ccncc12,8.6,16.3,1.2,-0.7,2.1,-7.5,3.7,-2.6,-0.3,58.1*
C=CCn1c(SCC(=O)Nc2sccc2C(N)=O)nc2sc(CC)cc2c1=O,-22.1,17.1,.,0.6,1.3,-38.2,1.1,2.0,7.9,9.2
O=C(OCc1c(-c2ccccc2)ncc2ccccc12)c1ccc(Cl)cc1Cl,1.2,.,1.5,-0.6,0.6,-4.0,-5.4,.,28.5,-14.4
COC(=O)[C@H]1C[C@H](OC(=O)NCc2ccco2)[C@@]2(O)CN(S(=O)(=O)c3ccc(C)cc3)CC2[C@H]1C(=O)OC (some centres undefined),.,.,0.5,-0.4,.,.,1.9,.,-5.3,4.1
CCc1ccc2[nH]c(=O)c(CN(CCN(CC)CC)C(=O)Nc3ccccc3OC)cc2c1,-5.7,18.0,.,i,8.1,-1.2,-5.6,-5.6,12.8,4.4
CN(/N=C/c1ccncc1)c1cnc2ccccc2n1,.,5.5,0.4,-0.5,1.9,2.2,0.0,-0.5,10.8,4.7
CC(C)C(=O)COc1c2occc2cc2ccc(=O)oc12,-6.9,.,-1.1,-0.4,-0.3,2.1,-4.1,.,-2.8,0.9
Cc1ccc(-n2c(O)c(C=NCCN3CCNCC3)c(=O)[nH]c2=S)cc1,-0.4,.,0.5,-8.3,-2.3,-2.5,-6.2,-3.6,18.5,-7.1
CC(C)CCN1CCN(Cc2cc(F)ccc2-n2cccn2)CC1CCO (centres undefined),1.8,9.5,0.5,-1.6,-0.4,0.1,2.0,-1.1,4.6,0.3
CCOC(=O)Cn1ncc2c(=O)oc3ccccc3c21,6.5,-0.1,.,i,-0.2,-6.6,-2.9,-3.1,6.6,7.9
CCCNC(=O)C1(C)CCN1C(=O)c1ccc(C(C)(C)C)cc1 (centres undefined),.,.,0.7,-0.3,.,.,-2.1,.,-9.9,.
OCCNCCCCOc1ccc(OCc2ccccc2)cc1,14.3,1.0,0.8,i,-1.0,-7.0,-5.2,3.2,-4.4,5.5
